# Bioassay records (PubChem BioAssay)
# ARNT TACC3 PPI – disrupts binding between human ARNT and TACC3; hit rate 0.66% among 390,000; AlphaScreen His-ARNT PAS-B/GST-TACC3 binding, luminescence; TACC3 fragment carries E629A point mutation; AID 623870; inhibition, % at 9.99 µM;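 active = mean inhibition of replicates at least 50% and at least half of replicates each reaching 50%; inconclusive = half or more replicates reach 50% but mean below 50%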;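 also: 0% = complete ARNT plus TACC3 wells and 100% = ARNT alone without TACC3; many hits fall short of the cut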
# ERp5 inh – blocks human ERp5 reductase activity on insulin; hit rate 0.05% among 350,000; inhibition, % at 9.99 µM; ERp5 insulin aggregation, absorbance 650 nm, 90 min;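 active = mean replicate inhibition above about 25%, with every replicate also reaching it, limit read from the data, passing the limit was not always enough; inconclusive = only one of those two criteria met; inactive = neither criterion met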
# Target sequence (Q15084 whole entry, looked up): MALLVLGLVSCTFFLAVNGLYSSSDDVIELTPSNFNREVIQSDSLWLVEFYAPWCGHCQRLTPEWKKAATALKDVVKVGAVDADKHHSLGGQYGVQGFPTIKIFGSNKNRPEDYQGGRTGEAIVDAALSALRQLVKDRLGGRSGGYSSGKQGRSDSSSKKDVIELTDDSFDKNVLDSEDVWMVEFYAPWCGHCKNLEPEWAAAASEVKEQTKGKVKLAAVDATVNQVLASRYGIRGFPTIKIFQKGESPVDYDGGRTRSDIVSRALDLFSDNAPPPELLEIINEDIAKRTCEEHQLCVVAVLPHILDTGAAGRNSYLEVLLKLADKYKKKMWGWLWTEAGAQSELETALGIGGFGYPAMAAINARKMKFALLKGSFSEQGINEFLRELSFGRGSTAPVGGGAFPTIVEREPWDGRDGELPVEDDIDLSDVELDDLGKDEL
# Casp6 inh – inhibitors of human caspase-6; P55212; purified caspase-6, Z-VEID-R110 cleavage fluorescence; inhibition, % at 12.5 µM; hit rate 0.53% among 350,000;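 active = mean inhibition across replicates at least about 35%, with every replicate also reaching that limit, limit read from the data; inconclusive = only one of the two criteria met; inactive = neither criterion met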;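 also: 0% = median of neutral control wells and 100% = no fluorescence left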
# E-sel inducer – induces E-selectin expression in human endothelial cells | P16581 | HUVEC E-selectin immunofluorescence imaging; normalized: neutral wells 0, TNF-alpha wells 100 | activation, % at 7.58 µM | hit rate 0.37% among 260,000;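 active = mean E-selectin-positive cell signal at least 10% of the positive control, reached in at least 60% of replicates, without over 20% cell loss; inconclusive = no rule given, readout overlaps actives, possibly toxicity-flagged; inactive = the rest, including those meeting only one limit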;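 also: in these data hits start at about 27%; measured in HUVEC primary endothelial cells; signal is the percent of cells scored E-selectin positive by PE staining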
#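 Assay system: HUVEC, human umbilical vein endothelial cells / Amount: 3,000 HUVEC/well / Controls: TNF-alpha positive control, DMSO neutral control / Compound dosing: single concentration / Medium: EGM-2 over gelatin coat / Evaluation: percent E-selectin-positive cells / Signal: immunofluorescence imaging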
# PglD DTNB – inhibitors of Campylobacter jejuni PglD acetyltransferase. purified PglD enzyme, DTNB colorimetric CoA detection. inhibition, % at 12.5 µM. AID 602405. hit rate 0.098% among 360,000; in the data active = inhibition above about 16%, passing the limit was not always enough; inconclusive = no clear call, values can overlap the other calls; also: strong numbers were not always called active
# esBAF inh – blocks esBAF chromatin remodeling in mouse ES cells | hit rate 2% among 350,000 | Bmi1-luciferase knock-in reporter, 24 h; 100% = twice the neutral-well signal | AID 602393 | reporter increase, % at 12.5 µM; in the data active = activation above about 40%; inconclusive = no clear call, values can overlap the other calls;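 also: 0% = median of the plate's neutral control wells and 100% = double that signal; a rise in the Bmi1 reporter signal indicates esBAF inhibition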
# RAD52 anneal inh – inhibitors of human RAD52 DNA annealing | P43351 | hit rate 0.46% among 360,000 | AID 651710 | inhibition, % at 18.7 µM | recombinant RAD52 DNA annealing, FRET fluorescence;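 active = every replicate showing at least 50% inhibition; inconclusive = mean inhibition at least 50% but not in every replicate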
# Target sequence (P43351 whole entry, looked up): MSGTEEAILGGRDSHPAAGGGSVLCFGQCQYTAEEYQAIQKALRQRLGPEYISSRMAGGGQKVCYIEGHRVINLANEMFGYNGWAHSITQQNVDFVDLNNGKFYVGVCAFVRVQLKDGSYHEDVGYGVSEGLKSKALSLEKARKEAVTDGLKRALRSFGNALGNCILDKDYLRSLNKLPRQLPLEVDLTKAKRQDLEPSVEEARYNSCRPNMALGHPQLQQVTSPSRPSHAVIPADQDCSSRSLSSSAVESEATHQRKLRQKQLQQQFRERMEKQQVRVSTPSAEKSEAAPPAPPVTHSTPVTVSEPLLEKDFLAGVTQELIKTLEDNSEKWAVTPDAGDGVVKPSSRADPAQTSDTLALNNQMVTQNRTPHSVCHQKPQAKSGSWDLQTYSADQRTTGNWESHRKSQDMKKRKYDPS
# RAD54 inh – RAD54 (human) branch migration inhibition; inhibition, % at 10.4 µM; RAD54 Holliday junction branch migration, FAM/BHQ fluorescence; AID 602329; hit rate 0.14% among 360,000; Q92698;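 active = mean normalized replicate activity at least 40 and at least half of replicates scoring 40 or more; inconclusive = only one of the two criteria met; inactive = mean below 40 and under half of replicates reaching 40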;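 also: 0% = median of neutral control wells and 100% = median of positive control wells; inhibitors cause a drop in the FAM fluorescence signal; in these data hits start at about 50%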
# Starred values were filed as active, the others as inactive; i = inactive; ? = inconclusive; nt = not tested or not shown; & = joins results of further samples.
SMILES,ARNT TACC3 PPI,ERp5 inh,Casp6 inh,E-sel inducer,PglD DTNB,esBAF inh,RAD52 anneal inh,RAD54 inh
O=C(C[C@H]1C[C@@H]2c3cc(NS(=O)(=O)c4ccc(F)cc4)ccc3O[C@@H]2[C@H](CO)O1)N1CCc2ccccc2C1,18.9,-0.7,-4.7,0.9,-1.4,6.2,-14.9,-3.2
O=C(NC1CCCC1)[C@H]1[C@H](CO)[C@H]2Cn3c(ccc(-c4ccccc4)c3=O)[C@@H]1N2CC1CC1,nt,1.2,0.7,-0.8,nt,nt,-26.1,nt
O=C(Cc1ccccc1[N+](=O)[O-])NCC(=O)c1ccc2c(c1)OCO2,-7.6,-6.4,-4.5,0.7,nt,nt,-35.0,nt
Cc1cc(C)cc(OCC(=O)OCC(=O)c2ccc3c(c2)NC(=O)CO3)c1,-5.1,nt,nt,nt,-1.7,-4.8,nt,-3.4
COc1ccc(N(C(=O)CNC(=O)c2ccco2)C(C(=O)NC2CCCCC2)c2cccnc2)cc1 (stereo not given),-0.3,3.0,0.1,nt,3.8,1.6,-14.3,-3.1
C[C@@H]1CN([C@H](C)CO)C(=O)c2cc(NS(=O)(=O)c3cn(C)cn3)ccc2O[C@H]1CN(C)Cc1ccncc1,9.6,-1.3,-1.7,92.4*,5.9,0.5,4.2,0.4
Cc1nc2ccccn2c1P(=Nc1ccccc1)(N(C)C)N(C)C,-5.8,-7.0,9.0,nt,-2.6,10.4,-10.2,-1.3
CCCNC(=O)C(Cc1cccc(OC)c1)NC(=O)c1ccc(C(C)(C)C)cc1 (stereo not given),-3.0,nt,nt,0.1,-4.8,9.6,nt,2.5
O=C(COC(=O)CNS(=O)(=O)c1ccccc1)NC12CC3CC(CC(C3)C1)C2,1.0,-2.8,-5.6,2.1,nt,nt,-8.5,nt
CCN(C(=O)CN1CCCc2cc(C)ccc21)c1c(N)n(Cc2ccccc2)c(=O)[nH]c1=O,5.0,7.2,-1.1,nt,-5.3,-10.8,i,-8.5
Cc1cc(O)c(C(=O)/C=C/c2c(F)c(F)c(F)c(F)c2F)c(=O)o1,-5.3,2.6,1.7,0.0,3.7,?,-162.1,-4.0
COc1ccc(CN2C(=O)C(Cc3ccccc3)Nc3ncnc(N4CCOCC4)c32)cc1 (stereo not given),0.9,0.3,3.0,0.4,-3.1&-1.7,-5.5&-6.8,-19.8,-4.7&-11.8
CCN(CC)C(=O)COc1ccc(Br)cc1Cl,1.0,nt,nt,nt,-1.7,3.1,nt,5.8
CN1C(=O)c2cc(NS(=O)(=O)CC(F)(F)F)ccc2OC[C@H]2O[C@@H](CC(=O)Nc3cccc(F)c3)CC[C@@H]21,2.4,1.6,12.3,0.0,-0.8,0.9,-1.3,3.3
CC(C)(C)n1nc2c(c1NC(=O)c1cc(Cl)ccc1[N+](=O)[O-])CS(=O)(=O)C2,-41.0,-5.9,1.7,nt,-11.1,0.4,-8.6,1.5
Cc1noc(C)c1S(=O)(=O)N(C)C[C@H]1Oc2ccc(NC(=O)Cc3cn(C)c4ccccc34)cc2CC(=O)N([C@H](C)CO)C[C@H]1C,1.0,-5.0,-0.9,-8.4,-4.3,7.3,-10.1,3.0
C[C@H](O)[C@@H]1C(=O)N2CCc3c([nH]c4ccccc34)[C@@H]2C[C@@H]1N(C)Cc1ccc2c(c1)OCO2,nt,8.3,0.9,nt,1.8,1.5,-37.4,1.1
O=C(NC1CCCCC1)c1cccc(OCc2ccccc2)c1,2.9,1.9,-2.7,0.7,0.1,-0.7,-10.0,1.7
COCCNC(=S)N1CCN(c2nc3ccccc3s2)CC1,-1.3,-3.8,0.2,nt,nt,nt,-4.6,nt
N#C[C@@H]1[C@H](c2ccc(C#Cc3ccc(F)cc3)cc2)[C@@H](CO)N1C(=O)Nc1ccc(F)cc1,-6.3,6.4,0.7,0.6,0.1,-59.2,-32.6,-18.2

# Brought forward from above: 3 compounds, followed by the next part.
SMILES,ARNT TACC3 PPI,ERp5 inh,Casp6 inh,E-sel inducer,PglD DTNB,esBAF inh,RAD52 anneal inh,RAD54 inh
O=C(NC1CCCCC1)c1cccc(OCc2ccccc2)c1,2.9,1.9,-2.7,0.7,0.1,-0.7,-10.0,1.7
COCCNC(=S)N1CCN(c2nc3ccccc3s2)CC1,-1.3,-3.8,0.2,nt,nt,nt,-4.6,nt
N#C[C@@H]1[C@H](c2ccc(C#Cc3ccc(F)cc3)cc2)[C@@H](CO)N1C(=O)Nc1ccc(F)cc1,-6.3,6.4,0.7,0.6,0.1,-59.2,-32.6,-18.2
COc1ccc(-c2cc(C(F)(F)F)n3nc(C(=O)Nc4cc(C)on4)cc3n2)cc1OC,-15.6,nt,nt,nt,3.3,-4.7,nt,-7.4
CCOC(=O)C1=C(COC(=O)C2CC(=O)N(c3ccccc3CC)C2)NC(=O)NC1C (stereo not given),nt,-1.6,0.4,0.0,-5.7,3.0,-37.8,5.5
Cc1ccccc1-c1cnc2c(c1)C(=O)N([C@@H](C)CO)C[C@H](C)[C@@H](CN(C)C(=O)c1ccccc1)O2,0.2,nt,nt,-3.7,-1.9,-2.6,nt,-0.4
COC(=O)C(C(=O)OC)c1ccccc1NS(=O)(=O)c1ccc(C)cc1,nt,-2.7,2.8,3.6,nt,nt,-7.7,nt
Nc1nonc1-n1nnc(C(=O)O)c1-c1cccs1,2.3,nt,nt,nt,-3.8,2.4,nt,-1.2
C/C(=N/NC(=O)c1ccncc1)c1ccc(NC(=O)c2ccc(Cl)cc2Cl)cc1,-2.3,3.2,-1.1,1.5,9.1,nt,-11.0,4.1
CC(=O)Nc1ccc(OCC(O)CN2CCN(c3ccc(F)cc3)CC2)cc1 (stereo not given),nt,-0.5,-3.1,nt,1.4,-6.8,-21.9,4.8
O=C(Nc1nccs1)C(c1ccccc1)N1CCCC1 (stereo not given),-4.7,3.3,-5.2,1.2,nt,nt,-8.0,nt
COc1cc(CCC(=O)OCC(=O)Nc2ccc(F)c(F)c2)cc(OC)c1OC,1.6,-0.5,-1.8,nt,-1.0,-4.3,-16.2,-5.6
O=C(CN1CCOCC1)N1CCCCN2[C@H](CO)[C@@H](c3ccc(-c4ccccc4F)cc3)[C@@H]2C1,-15.6,-5.0,2.2,-0.3,-5.6,-4.5,-17.8,-3.9
Oc1ccc(Cl)cc1CNCc1ccc(C(F)(F)F)cc1,-9.5,9.8,-1.9,0.0,-5.2,3.9,-6.7,-9.3

# Whole records from above.
# Nc1nonc1-n1nnc(C(=O)O)c1-c1cccs1 across the screens: ARNT TACC3 PPI: 2.3; ERp5 inh: nt; Casp6 inh: nt; E-sel inducer: nt; PglD DTNB: -3.8; esBAF inh: 2.4; RAD52 anneal inh: nt; RAD54 inh: -1.2
# COC(=O)C(C(=O)OC)c1ccccc1NS(=O)(=O)c1ccc(C)cc1 across the screens: ARNT TACC3 PPI: nt; ERp5 inh: -2.7; Casp6 inh: 2.8; E-sel inducer: 3.6; PglD DTNB: nt; esBAF inh: nt; RAD52 anneal inh: -7.7; RAD54 inh: nt

# Quoted from the listing:
# Result of COc1ccc(N(C(=O)CNC(=O)c2ccco2)C(C(=O)NC2CCCCC2)c2cccnc2)cc1 (stereo not given) under RAD52 anneal inh: -14.3
# Result of N#C[C@@H]1[C@H](c2ccc(C#Cc3ccc(F)cc3)cc2)[C@@H](CO)N1C(=O)Nc1ccc(F)cc1 under esBAF inh: -59.2
# Result of Cc1cc(O)c(C(=O)/C=C/c2c(F)c(F)c(F)c(F)c2F)c(=O)o1 under RAD52 anneal inh: -162.1
# Result of O=C(CN1CCOCC1)N1CCCCN2[C@H](CO)[C@@H](c3ccc(-c4ccccc4F)cc3)[C@@H]2C1 under esBAF inh: -4.5
# Result of CN1C(=O)c2cc(NS(=O)(=O)CC(F)(F)F)ccc2OC[C@H]2O[C@@H](CC(=O)Nc3cccc(F)c3)CC[C@@H]21 under RAD54 inh: 3.3
# Result of Cc1ccccc1-c1cnc2c(c1)C(=O)N([C@@H](C)CO)C[C@H](C)[C@@H](CN(C)C(=O)c1ccccc1)O2 under PglD DTNB: -1.9
# Result of O=C(Cc1ccccc1[N+](=O)[O-])NCC(=O)c1ccc2c(c1)OCO2 under E-sel inducer: 0.7
